# NPY1 pot ag: NPY-Y1 receptor potentiators or agonists, primary screen, cell-based; Neuropeptide Y receptor type 1 (Homo sapiens), P25929; NPY-Y1 expressing cells, potentiator/agonist activation; activation, % at 3.6 µM; hit rate 0.37% among 220,000; AID 1304, 2008; in the data active means activation above about 33%, passing the limit was not always enough;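 further: cells stimulated with NPY at EC10 then isoproterenol at EC100; 0% = low agonist plus stimulus and 100% = saturating agonist plus stimulus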
# p97 inhibitor: inhibitors of human p97 ATPase, primary screen, biochemical; inhibition, % at 8 µM; recombinant p97 ATPase, Kinase-Glo ATP luminescence, 3 h; hit rate 0.42% among 220,000; in the data active means inhibition above about 15%;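 further: 0% = DMSO vehicle and 100% = wells lacking enzyme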
# S1P4 agonist: S1P4 receptor agonists, primary screen, cell-based | hit rate 0.35% among 220,000 | AID 1509, 2009 | S1P4-expressing cell line, agonist reporter assay | activation, % at 4.98 µM | Sphingosine 1-phosphate receptor 4 (Homo sapiens), O95977; in the data active means activation above about 11%;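 further: 0% = DMSO vehicle and 100% = reference agonist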
# Target sequence (O95977 whole entry, looked up): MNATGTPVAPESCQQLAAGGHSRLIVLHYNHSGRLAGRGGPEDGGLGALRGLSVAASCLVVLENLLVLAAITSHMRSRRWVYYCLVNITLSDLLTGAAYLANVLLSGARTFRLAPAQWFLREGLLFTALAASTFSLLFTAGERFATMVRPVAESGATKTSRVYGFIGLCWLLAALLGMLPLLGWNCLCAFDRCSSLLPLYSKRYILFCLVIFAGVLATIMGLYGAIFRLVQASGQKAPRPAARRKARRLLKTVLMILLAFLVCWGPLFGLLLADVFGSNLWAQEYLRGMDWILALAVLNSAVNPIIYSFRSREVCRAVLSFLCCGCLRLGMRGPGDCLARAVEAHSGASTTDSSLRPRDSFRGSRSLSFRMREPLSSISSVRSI
# NPY-Y2 PAM-ag: NPY-Y2 potentiators or agonists, primary screen, cell-based. Neuropeptide Y receptor type 2 (Homo sapiens), P49146. cells expressing NPY-Y2, potentiator/agonist read-out. activation, % at 3.6 µM. hit rate 0.45% among 220,000. AID 1359, 2008; in the data active means activation above about 27%;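 further: cells stimulated with NPY near EC25 plus isoproterenol at EC100; 0% = vehicle plus submaximal agonist and 100% = vehicle plus saturating agonist; some results beyond the cut were filed as inactive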
# Target sequence (P49146 whole entry, looked up): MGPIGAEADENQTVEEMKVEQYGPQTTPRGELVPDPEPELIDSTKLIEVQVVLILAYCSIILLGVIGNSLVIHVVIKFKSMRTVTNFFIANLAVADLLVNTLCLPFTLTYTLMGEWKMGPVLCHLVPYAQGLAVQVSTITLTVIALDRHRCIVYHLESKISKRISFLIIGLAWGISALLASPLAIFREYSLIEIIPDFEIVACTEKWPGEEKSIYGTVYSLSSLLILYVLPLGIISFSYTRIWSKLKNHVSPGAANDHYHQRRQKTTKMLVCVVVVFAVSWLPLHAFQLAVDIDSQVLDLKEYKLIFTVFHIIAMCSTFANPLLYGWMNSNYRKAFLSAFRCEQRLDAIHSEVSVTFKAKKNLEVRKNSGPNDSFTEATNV
# PGE2 EP2 inh: human EP2 receptor antagonists, primary screen, TR-FRET cAMP, C6 glioma cells; Prostaglandin E2 receptor EP2 subtype (Homo sapiens), P43116; C6 glioma cells expressing human EP2; cells stimulated with saturating PGE2; inhibition, % at 25 µM; hit rate 0.52% among 260,000; AID 1422, 2008;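 active means percent inhibition above 40 after rounding to a whole number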;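 further: rat C6 glioma host cells with rolipram phosphodiesterase inhibitor present; the protocol text gives 20 µM as final concentration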
# S1P4 antagonist: S1P4 receptor antagonists, primary screen, cell-based; Sphingosine 1-phosphate receptor 4 (Homo sapiens), O95977; S1P4-expressing cells, antagonist mode, reporter read-out; inhibition, % at 4.98 µM; hit rate 0.26% among 220,000; AID 1510, 2009; in the data active means inhibition above about 29%;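 further: 0% = wells stimulated with agonist and 100% = vehicle wells without agonist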
# eIF4E-4G inh: eIF4E–eIF4G protein interaction inhibitors, primary screen, biochemical, uHTS, TR-FRET, eIF4GI fragment | TR-FRET eIF4E-eIF4GI(517-606) binding, 2 h | AID 782, 2007 | hit rate 0.37% among 220,000 | inhibition, % at 21.7 µM;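 active means inhibition above about 30%, limit read from the data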;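 further: 0% = full FRET control wells and 100% = background wells lacking eIF4GI fragment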
# NPY Y1 blocker: NPY-Y1 receptor antagonists, primary screen, cell-based. hit rate 1% among 200,000. AID 1040, 2008. Neuropeptide Y receptor type 1 (Homo sapiens), P25929. HEK293-CNG Y1 cells, membrane potential fluorescence; NPY at EC95, then isoproterenol. inhibition, % at 3.6 µM;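 active means inhibition above the campaign mean inhibition of all tested compounds plus 3 SD, cut at about 20% in these data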;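 further: 0% = DMSO wells given NPY plus isoproterenol and 100% = isoproterenol alone without NPY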
#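 Assay system: HEK293 Y1/CNG channel cell line; Doses: single compound dose of 3.6 µM, 0.4% DMSO; Timing: dye 3 h, compound 60 min room temperature, stimulation 45 min; Technique: Membrane-potential fluorescent dye readout; Measure: % inhibition of NPY effect.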
# EP2 modulator: EP2 receptor modulators, cAMP readout, primary screen, cell-based, HTRF cAMP, PGE2 stimulation. EP2-expressing cells, cAMP HTRF FRET, PGE2 co-stimulation. induction, % at 25 µM. hit rate 0.83% among 260,000. AID 940, 2007;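 active means compounds whose cAMP rise, as percent of the full-agonist control response, exceeds 60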;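 further: rat C6 glioma line stably carrying human EP2 under a CMV promoter; the protocol text gives 20 µM as final concentration; 100% = response of wells given 1 µM PGE2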
# Numbers without * were called inactive; . = no result given; & = joins results of further samples; [ ] = dose if it differs, or a comment.
SMILES,NPY1 pot ag,p97 inhibitor,S1P4 agonist,NPY-Y2 PAM-ag,PGE2 EP2 inh,S1P4 antagonist,eIF4E-4G inh,NPY Y1 blocker,EP2 modulator
Cc1cc(C)cc(NC(=S)N(CCCN2CCN(C)CC2)Cc2cccs2)c1,7.6,-0.4,-0.7,10.5,0.1,0.2,-6.7,0.6,-28.7
O=C(NC1CCCc2ccccc21)c1ccccc1Cl (stereo not given),2.5,1.2,1.1,3.8,5.7,-4.0,1.1,2.6,10.8
Cc1cc(C)n2nc(CCCO)nc2n1,-5.5,-1.3,-1.8,-1.2,1.6,-12.2,-0.2,1.6,27.9
CC(C)OCCCNC(=O)CNC(=O)c1cccs1,3.9,0.0,2.2,-16.8,10.0,-7.7,3.4,-2.0,28.5
O=C(Cn1cnc2ccccc21)Nc1cc(C(F)(F)F)ccc1N1CCOCC1,0.6,1.1,-0.7,2.7,10.2,-12.0,-1.7,3.8,1.9
CCOc1ccc(C(=O)c2nc3c(n2O)CCCC3)cc1,-14.1,2.0,2.1,-7.1,2.8,-3.9,-3.6,6.3,1.6
CCC(=O)Nc1cc(-c2nnc(OC)c3ccccc23)ccc1N1CCOCC1,21.1,1.2,0.5,-10.4,15.8,-9.0,-0.1,-2.0,1.7
CCOc1cc(C(=O)NCc2ccc(-c3nc4ccccc4o3)cc2)cc(OCC)c1OCC,4.9,0.2,-3.1,-8.9,6.6,-6.6,1.3,7.0,4.3
COc1ccccc1-n1c([S-])c(C(=O)Nc2ccccc2C(F)(F)F)[n+]2ccc(C(=O)NCCO)cc12,-6.5,-0.3,-0.9,-1.4,3.7,-6.3,3.8,3.3,-64.3
Cc1ccc(-c2cc(-c3ccccc3)nc(N/N=C/c3cccnc3)n2)cc1,-13.8,6.5,0.0,-11.0,8.0,-27.4,.,-6.5,.
Nc1nc(Nc2cccc(Cl)c2)nc(NCc2ccco2)c1[N+](=O)[O-],36.2,8.2,-0.1,29.7,3.1,-4.3,6.8,.,24.4
Cc1[nH]c2ccccc2c1C(=O)CN1CCN(C/C=C/c2ccccc2)CC1,-17.2,6.3,-0.1,-8.0,12.0,-15.2,-0.1,8.9,-34.8

# 4 records picked at random from the list so far:
SMILES,NPY1 pot ag,p97 inhibitor,S1P4 agonist,NPY-Y2 PAM-ag,PGE2 EP2 inh,S1P4 antagonist,eIF4E-4G inh,NPY Y1 blocker,EP2 modulator
CC(C)OCCCNC(=O)CNC(=O)c1cccs1,3.9,0.0,2.2,-16.8,10.0,-7.7,3.4,-2.0,28.5
CCOc1cc(C(=O)NCc2ccc(-c3nc4ccccc4o3)cc2)cc(OCC)c1OCC,4.9,0.2,-3.1,-8.9,6.6,-6.6,1.3,7.0,4.3
O=C(Cn1cnc2ccccc21)Nc1cc(C(F)(F)F)ccc1N1CCOCC1,0.6,1.1,-0.7,2.7,10.2,-12.0,-1.7,3.8,1.9
Cc1[nH]c2ccccc2c1C(=O)CN1CCN(C/C=C/c2ccccc2)CC1,-17.2,6.3,-0.1,-8.0,12.0,-15.2,-0.1,8.9,-34.8

# Sorted by molar mass (smallest number first): part of the list above.
SMILES,NPY1 pot ag,p97 inhibitor,S1P4 agonist,NPY-Y2 PAM-ag,PGE2 EP2 inh,S1P4 antagonist,eIF4E-4G inh,NPY Y1 blocker,EP2 modulator
CC(C)OCCCNC(=O)CNC(=O)c1cccs1,3.9,0.0,2.2,-16.8,10.0,-7.7,3.4,-2.0,28.5
O=C(NC1CCCc2ccccc21)c1ccccc1Cl (stereo not given),2.5,1.2,1.1,3.8,5.7,-4.0,1.1,2.6,10.8
Cc1[nH]c2ccccc2c1C(=O)CN1CCN(C/C=C/c2ccccc2)CC1,-17.2,6.3,-0.1,-8.0,12.0,-15.2,-0.1,8.9,-34.8

# (continued)
SMILES,NPY1 pot ag,p97 inhibitor,S1P4 agonist,NPY-Y2 PAM-ag,PGE2 EP2 inh,S1P4 antagonist,eIF4E-4G inh,NPY Y1 blocker,EP2 modulator
Fc1ccc(-n2nnc(-c3cnc4ccccc4c3)n2)cc1,4.8,6.5,1.5,3.8,4.0,-7.7,-1.2,9.8,-26.4
O=[N+]([O-])c1cccc(/C=C/c2nc(C=Nc3ccc4ccccc4c3)c(O)o2)c1,-4.4,-5.0,-0.2,6.4,.,-4.9,-0.6,-0.6,-2.6
CCCc1ncc(C(O)(c2ccccc2)c2ccc(C)cc2)n1C (stereo not given),-8.0,2.3,-0.1,-4.2,6.4,-20.2,3.4,5.9,10.2
CC12CS(=O)(=O)CC1SC(=S)N2c1ccccn1 (stereo not given),3.3,2.8,2.7,-7.0,16.3,-9.1,3.6,-2.8,11.3
CC1CCN(c2c(NCC3CCC(C(=O)NCc4ccccc4)CC3)c(=O)c2=O)CC1 (stereo not given),-31.4,3.5,1.2,-0.5,4.8,-12.1,4.5,-0.2,14.1
CCOC(=O)C1CCCN(CCC(=O)Nc2ccccc2C)C1 (stereo not given),5.3,3.3,-2.0,-7.5,12.5,8.8,-2.9,9.1,32.8
CCOc1ccc2c(c1)c1nnc(SCC3CCCO3)nc1n2C (stereo not given),-4.5,0.8,-0.9,2.4,5.1,-0.2,-4.2,-2.8,22.1
Cc1cccc(-c2nnc(SCC(=O)N3c4ccccc4CCc4ccccc43)n2C)c1,8.0,2.8,-0.7,-3.0,5.5,-12.5,0.6,8.2,26.2
Cc1ccc(S(=O)(=O)NCc2ccc(C(=O)N3CCc4ccccc4C3)cc2)cc1,-2.8,-11.0,-0.1,-3.7,2.8,-24.3,-5.8,2.8,-22.3
Cc1cc2c(cc1C)NC(CC(=O)NCc1ccccc1)C(=O)N2 (stereo not given),6.6,1.7,0.0,0.8,4.7,0.2,4.0,0.1,-7.9
CN(C)c1ccc(C2Nc3ccccc3C(=O)N2NS(=O)(=O)c2ccccc2)cc1 (stereo not given),4.7,4.0,1.9,-13.0,2.6,-18.5,1.8,0.6,36.5
Cc1ccc(NC(=O)CSc2nnc(Cc3ccccc3)o2)cc1,-2.3,-3.4,1.8,-6.8,7.4,-7.1,-1.7,14.4,22.8
Cc1cccc(C(=O)Nc2sc(C(=O)N3CCCC3)c(C)c2C#N)c1,10.9,-5.1,-1.4,-9.2,15.4&16.5,-2.9,-11.8,1.8,-23.6&12.6
COc1ccc(Cn2c(=O)sc3ccccc3c2=O)cc1,-17.9,-0.5,-0.1,3.3,1.8,12.5,3.1,8.6,4.7
CN1CCN(CCCNC(=O)c2ccc(CS(=O)(=O)c3ccc(Br)cc3)o2)CC1,10.2,-5.5,-0.3,0.2,10.7,-2.2,2.1[fluorescence artefact?],1.5,4.9
CCOCCCNC(=S)N(Cc1ccccc1)Cc1nc2ccccc2c(=O)[nH]1,-8.3,1.6,3.8,7.3,11.9,17.8,2.4,-2.3,20.2
CCC(=O)N1c2ccccc2C(N(C(C)=O)c2ccccc2)CC1C (stereo not given),2.2,2.1,2.6,-8.3,7.5,-5.8,6.2,1.8,18.8
CC(=O)Nc1ccc(NC(=O)CSc2nnc3c4ccccc4n(C)c3n2)cc1,18.2,4.9,0.3,3.4,6.7,-12.5,3.2,1.0,-30.7
CSc1cccc(NC(=S)NCCCN2CCN(c3ccc(F)cc3)CC2)c1,-1.9,-2.3,1.2,1.7,5.0,-13.2,2.5,6.0,-47.2
Cc1cc(C(=O)CN2C(=O)NC3(CCCCC3)C2=O)c(C)n1C,0.8,-0.1,-0.3,-8.4,0.4,-29.5,-4.1,1.1,-4.8
CCNC(=O)C1CC(=O)N(Cc2ccc3c(c2)OCO3)C(=Nc2ccc(OCC)cc2)S1 (stereo not given),-1.1,-4.3,-2.2,4.0,.,1.3,-19.2,5.7,19.6
Cc1cc(C)cc(NC(=O)c2cnn(-c3ccccc3)c2C2CCNCC2)c1,2.0,5.0,0.2,-5.5,3.5,-3.7,1.9,0.7,-19.4
Cc1ccccc1Cc1n[nH]c(=S)n1N,6.4,0.8,1.3,-7.1,1.1,-17.7,18.6,-2.0,7.8
COc1ccc2[nH]c3c(N4CCN(Cc5ccc6c(c5)OCO6)CC4)ncnc3c2c1,-4.8,6.0,2.3,7.9,60.5*,-1.3,-1.2,4.0,-80.0
NC(=O)c1ccc(N2CCCCCC2)c([N+](=O)[O-])c1,-0.9,-0.7,0.2,7.0,5.2,-2.9,-1.6,4.5,-7.1
Cc1cccc(Nc2ncnc3c2cnn3Cc2ccccc2)c1,7.1,2.5,0.6,1.4,4.4,-5.6,1.1,-2.6,-22.2
CCC(=O)c1ccc(OCc2ccccc2)c(OC)c1,13.9,0.4,-0.6,9.1,8.6,-25.4,3.6[fluorescence artefact?],-0.6,-9.1
CC(C)C(c1nnnn1Cc1ccco1)N1CCN(c2nc3ccccc3s2)CC1 (stereo not given),-11.4,-4.4,1.5,2.7,14.5,6.3,-2.7,-5.8,-8.6
CCc1cccc2[nH]c3cc([N+](=O)[O-])ccc3c12,-1.3,0.0,0.6,-21.4,7.5,-1.4,-1.1,.,65.2*
COc1ccc(NC(=O)C2CCCN2C(=O)NCc2ccccc2)cc1 (stereo not given),3.5,2.0,-0.4,-5.9,7.3,-6.4,-0.2,-1.6,-37.9
N#Cc1c2c(c[nH]c1=O)CCN2Cc1ccccc1,-2.8,-3.9,-0.1,-2.3,11.1,-17.1,-2.2[fluorescence artefact?],6.7,-6.6
O=C(CNC(=O)c1ccco1)Nc1cc(Cl)ccc1N1CCOCC1,1.4,4.7,1.1,-13.3,8.4,9.4,4.1,6.4,2.1
O=C(NC1CCCCC1)N1CCCCCCC1,12.6,2.7,-1.3,4.7,8.1,-4.1,-0.1,0.7,23.8
Nc1nc(CSc2nc3ccccc3s2)nc(N2CCOCC2)n1,4.5,6.1,1.8,-11.8,4.6,-26.0,1.3,4.9,-39.8
O=C1N/C(=C/c2ccco2)C(=O)N1Cc1ccccc1F,9.0,2.4,-1.0,-2.9,8.0,-4.4,10.3[fluorescence artefact?],-2.5,-54.8
COc1ccc(S(=O)(=O)N2CCN(C)CC2)cc1C,-1.7,-2.6,-3.4,-14.1,8.8,-14.9,-3.1[fluorescence artefact?],-0.7,-9.8
CCCN(CCC)C(=O)CSc1ncccc1C(=O)O,-16.7,5.9,2.8,13.3,2.7,-12.4,3.5,-1.2,15.6
Cc1ccc(SCCNS(=O)(=O)c2ccc3c(c2)OCCO3)cc1,-27.8,-7.4,-3.9,-23.8,17.7,-16.5,2.3,17.4,-16.7
Cc1ccc2nsnc2c1NS(=O)(=O)c1c(C)ccc2nsnc12,3.6,4.4,-1.9,10.9,12.8&12.9,8.0,.,-3.6,24.6&26.0
Clc1ccc(C(c2nnnn2C2CCCC2)N2CCSCC2)cc1 (stereo not given),7.1,-2.8,0.5,4.2,9.2,-22.3,-2.5,19.9,2.0

# High-throughput results as filed in PubChem BioAssay.

# An excerpt. The share of hits here may be higher or lower than overall.
